# Compound activity: PubChem, several laboratories
# DUSP3 inh: inhibitors of human VHR1 phosphatase (DUSP3); P51452; 0.52% of 290,000 active; inhibition, % at 13.3 µM; recombinant VHR phosphatase, pNPP absorbance; in the data active = inhibition above about 50%; also: some compounds called inactive have numbers as strong as hits
# Target sequence (P51452 whole entry, looked up): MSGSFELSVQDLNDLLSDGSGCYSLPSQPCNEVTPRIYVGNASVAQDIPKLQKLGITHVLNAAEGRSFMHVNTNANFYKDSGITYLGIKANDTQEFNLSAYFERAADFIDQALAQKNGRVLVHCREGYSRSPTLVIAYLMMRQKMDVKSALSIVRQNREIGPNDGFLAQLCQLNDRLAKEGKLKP
# Mtb FBA inh: inhibitors of M. tuberculosis fructose-bisphosphate aldolase. purified M. tuberculosis FBA, fluorescence read-out. inhibition, % at 1 µM. P9WQA3. 2.3% of 360,000 active; in the data active = inhibition above about 27%;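 also: 0% = vehicle and 100% = reference inhibitor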
# Target sequence (P9WQA3 whole entry, looked up): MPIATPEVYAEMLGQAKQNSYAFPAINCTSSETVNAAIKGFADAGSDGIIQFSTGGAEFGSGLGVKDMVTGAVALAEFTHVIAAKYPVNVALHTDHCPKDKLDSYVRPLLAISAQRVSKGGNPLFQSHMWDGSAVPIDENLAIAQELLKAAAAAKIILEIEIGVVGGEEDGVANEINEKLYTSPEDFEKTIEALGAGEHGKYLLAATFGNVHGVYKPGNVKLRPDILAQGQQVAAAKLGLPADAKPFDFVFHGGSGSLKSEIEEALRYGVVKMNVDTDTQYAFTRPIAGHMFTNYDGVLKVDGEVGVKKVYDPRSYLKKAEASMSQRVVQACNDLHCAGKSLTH
# Mtb UGM inh: inhibitors of M. tuberculosis UDP-galactopyranose mutase; inhibition, % at 10 µM; AID 504406; purified UGM, fluorescence polarization probe displacement; P9WIQ1; 0.06% of 320,000 active; in the data active = inhibition above about 10%, passing the limit was not always enough
# Target sequence (P9WIQ1 whole entry, looked up): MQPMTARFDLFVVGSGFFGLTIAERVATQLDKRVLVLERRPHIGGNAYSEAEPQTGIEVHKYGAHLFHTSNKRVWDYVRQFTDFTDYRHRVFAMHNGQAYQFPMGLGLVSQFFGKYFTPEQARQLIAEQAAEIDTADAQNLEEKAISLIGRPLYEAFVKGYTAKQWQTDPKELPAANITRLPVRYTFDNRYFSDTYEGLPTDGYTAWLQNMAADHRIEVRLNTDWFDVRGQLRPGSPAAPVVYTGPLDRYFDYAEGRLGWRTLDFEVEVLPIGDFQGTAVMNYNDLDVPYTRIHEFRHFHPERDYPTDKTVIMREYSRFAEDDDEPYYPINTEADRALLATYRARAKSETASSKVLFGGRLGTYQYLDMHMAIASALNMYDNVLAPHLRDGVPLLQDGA
# GDH-TPI counter: GDH-TPI coupled enzyme inhibition counter-screen; 1.2% of 360,000 active; inhibition, % at 4.8 µM; GDH-TPI coupled enzyme counterscreen, NADH absorbance; in the data active = inhibition above about 30%;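 also: 0% = DMSO wells and 100% = wells lacking the enzyme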
# BioA inh: inhibitors of Mycobacterium tuberculosis BioA enzyme. 0.096% of 360,000 active. purified M. tuberculosis BioA enzyme, plate reader. AID 602481. inhibition, % at 9.99 µM; in the data active = inhibition above about 40%
# Rv3671c inh: inhibitors of M. tuberculosis serine protease Rv3671c; inhibition, % at 5.96 µM; 0.048% of 320,000 active; AID 2606; P9WHR9; in the data active = inhibition above about 38%;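 also: extracellular domain of Rv3671c used as enzyme; 0% = enzyme with DMSO and 100% = no enzyme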
# Vc quorum ag: induces V. cholerae light production without autoinducers; V. cholerae BH1578 lux reporter, luminescence, 6 h; activation, % at 18.7 µM; 0.16% of 350,000 active; AID 588436; in the data active = activation mostly above about 9.7%, no sharp cut-off; also: not every result past the cut was called active; inactives centre near 0; reference of the scale not given here
# 3CLpro inhibitor: SARS-CoV 3CLpro protease inhibition. recombinant SARS-CoV 3CLpro, quenched FRET peptide cleavage. inhibition, % at 6 µM. 0.14% of 290,000 active. AID 1706; in the data active = inhibition above about 12%
# MazEF act: MazEF (E. coli) toxin RNase activation; P0AE70; FAM/BHQ RNA-DNA oligo cleavage fluorescence, 5 h; activation, % at 20 µM; 0.32% of 350,000 active; AID 504720; in the data active = activation above about 50%
# Target sequence (P0AE70 whole entry, looked up): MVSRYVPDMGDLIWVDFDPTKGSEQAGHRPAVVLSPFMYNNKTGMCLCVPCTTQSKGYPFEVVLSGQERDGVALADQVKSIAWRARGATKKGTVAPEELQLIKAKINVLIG
# SSB-PriA inh: K. pneumoniae PriA-SSBct interaction inhibition; AlphaScreen SSBct-PriA binding, biotinylated peptide; inhibition, % at 33 µM; 0.6% of 430,000 active; in the data active = inhibition mostly above about 37%, no sharp cut-off; inactive = mostly below about 20%;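 also: plate controls were negative control peptide for no effect and reference peptide for full effect; strong numbers were not always called active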
# * hit, by the source's call; i = inactive; / = no result given; & = joins results of further samples. Some of the compounds tested; rates above refer to the full screens.
# The line under a structure holds: DUSP3 inh	Mtb FBA inh	Mtb UGM inh	GDH-TPI counter	BioA inh	Rv3671c inh	Vc quorum ag	3CLpro inhibitor	MazEF act	SSB-PriA inh
Cc1nc(CCN2C(=O)c3ccccc3C2=O)cs1
  16	2	-0.7	2	1.9	1	-0.2	1	9	3
Oc1c(C(c2ccco2)N2CCC3(CC2)OCCO3)sc2ncnn12 (centres undefined)
  -28	-2	2.4	-2	-0.9	1	-1.2	-4	5	3&-10
NC(=O)CCC(=O)N1CCCC(C(=O)c2ccc3c4c(cccc24)CC3)C1 (centres undefined)
  35	16	0.6	5	/	-10	-0.2	-2	-1	-21
O=C(Cc1ccccc1)Nc1ccc2c(c1)C(=O)N(CC1CCCO1)C2=O (centres undefined)
  23	31*	-0.4	1	/	2	-3.3	-1	9	-12
COc1ccc(/C=c2/sc3n(c2=O)C(c2ccccc2OC)C2=C(N=3)c3ccccc3CC2)cc1O (centres undefined)
  10	-2	-1.9	13	-1.6	0	/	7	-27	/
CCn1c(=O)cc(SCC(=O)NCc2ccc(C)cc2)c2ccccc21
  -16	-1	-0.3	6	0.5	3	i	5	-1	-11
Cc1ccc(S(=O)(=O)CC(C)(O)C(=O)Nc2cccc(C(F)(F)F)c2)cc1 (centres undefined)
  27	3	2.5	-3	-0.5	0	i	0	6	-19
Cc1ccc(NC(=S)N(CCCN2CCOCC2)Cc2ccccn2)cc1
  2	2	7.9	-3	1.4	1	-0.2	-3	-2	0
CCC(=O)N1CCN(c2ccccc2NC(=O)COc2cccc(C)c2)CC1
  11	0	1.5	-2	0.7	-5	i	-9	9	-8
Cc1ccc(OCCOC(=O)c2cccc(S(=O)(=O)N3CC(C)OC(C)C3)c2)cc1 (centres undefined)
  /	3	2.2	8	-0.5	-1	i	/	-12	-42
COc1cccc(NS(=O)(=O)c2ccc(S(=O)(=O)N3CCCC3)cc2)c1
  /	1	-0.3	9	-2.3	2	-1.0	/	-17	32
CC1CN(C(=O)CN2C(=O)NC(C)(c3ccccc3)C2=O)CC(C)O1 (centres undefined)
  8	-3	2.5	1	-1.2	6	i	3	3	-1
CN1CCN(S(=O)(=O)c2ccc(NC(=S)NC(=O)C3CCCCC3)cc2)CC1
  -10	-3	7.5	2	/	-11	-2.6	-1	5	-9
COCCNS(=O)(=O)c1cc2[nH]c3c(c2cc1C)C(=O)CC(C)(C)C3
  -2	3	0.3	0	-0.2	-6	i	-2	5	3
COc1ccccc1NS(=O)(=O)c1cc(C(=O)N2CCCC2)ccc1F
  /	2	/	-6	-1.0	/	i	/	4	-8
CC(C)(C)NC(=O)COC(=O)c1ccc(O)cc1
  -5	-1	-2.3	6	-2.7	-1	/	5	-8	-3
O=C(O)c1[nH]c2ccccc2c1C(c1c(F)cccc1Cl)c1c(C(=O)O)[nH]c2ccccc12
  -14	-4	-0.1	0	0.4	9	0.7	9	2	-9
CN1C(=O)C(c2ccc([N+](=O)[O-])cc2[N+](=O)[O-])C(=O)N(C)C1=O
  /	-13	0.5	9	-1.6	-4	i	0	20	8
O=C(Nc1nc(-c2ccc3ccccc3c2)cs1)C1CCN(S(=O)(=O)c2cccs2)CC1
  -2	-2	/	13	/	-19	i	2	1	-2
Cc1cccc(OCCCC(=O)NCCc2ccccc2)c1
  -4	2	0.5	5	/	0	-3.3	3	5	-7&-21
COc1ccc(NC(=O)c2cnc(SC)nc2C)c(OC)c1
  -25	-1	0.9	-4	0.3	1	0.5	0	-7	-10
CCCC(=O)Oc1c(S(=O)(=O)c2ccc(C)cc2)c(C)nn1C(C)(C)C
  -20	0	-2.2	4	-0.6	-3	-0.6	3	-1	-17
Cc1ccnc(NC(=O)c2ccc(Cl)c(S(=O)(=O)N3CCCC3)c2)c1
  /	0	-3.4	9	/	-11	-2.8	/	8	1
COc1ccc(S(=O)(=O)Nc2cccc3c2O[C@H](CN(C)C(=O)Nc2ccc4c(c2)OCO4)[C@@H](C)CN([C@H](C)CO)C3=O)cc1
  /	0	1.0	5	1.7&-2.3	1	1.0	/	4	-1
Cc1ccccc1CC(=O)N1CCCC1
  9	0	-2.0	11	-1.8	-8	0.7	-7	13	-1
CCc1ccc(CNn2cnnc2SCC(=O)NC(C)(C)C)cc1
  -14	1	2.4	-3	-1.5	4	i	5	3	-11
Cc1ccc(-n2ncc3c(NNC(=O)c4ccco4)ncnc32)cc1Cl
  4	2	1.6	7	-0.7	3	-0.4	2	-3	4
COc1cccc(CNC(=S)Nc2ccc3c(c2)c(=O)n(C)n3Cc2ccc(F)cc2)c1
  /	29*	/	3	-1.0	/	-5.0	/	/	/
NC(=O)CC(NC(=O)Cc1ccc(Br)cc1)c1ccc(NCc2ccccn2)c([N+](=O)[O-])c1 (centres undefined)
  15	1	-1.1	12	1.5	-4	0.0	/	5	9
CCN(CC)c1cc(C(F)(F)F)nc(-c2ccccn2)n1
  29	2	-0.8	-6	1.1	0	i	-1	0	-8
CSCC[C@H](NC(=O)c1cccc(S(=O)(=O)N2CCN(C)CC2)c1)c1nc2ccccc2[nH]1
  /	2	-0.4	10	0.7	2	0.8	/	3	2
Cc1cc(C)c2nc(NC(=O)c3cccc(S(=O)(=O)N4CCc5ccccc54)c3)sc2c1
  -10	-2	-3.3	4	-0.8	-18	-0.4	4	-29	3
Cn1c(C2CCCCC2)nc2c1c(=O)[nH]c(=O)n2Cc1ccccc1
  9	0	-3.5	-4	/	7	-0.1	-1	0	-6
CCc1cc(C(=O)Nc2cc(S(=O)(=O)N(CC)CC)ccc2N2CCOCC2)sc1C
  /	-5	-3.0	0	/	2	i	/	-1	-5
Clc1ccc(-c2ccc(C=Nc3ccc(N4CCOCC4)cc3)o2)c(Cl)c1
  7	-1	4.3	7	-2.1	-21	-0.3	3	12	4
CCC(c1nnnn1C(C)(C)C)N1CCN(Cc2ccccc2OC)CC1 (centres undefined)
  16	4	-4.2	2	/	3	-1.1	-3	0	-1
CCCc1cc(=O)[nH]c(SCC(=O)N(CC)Cc2ccccc2)n1
  15	0	1.1	-4	/	8	i	-5	-6	-10
Cc1nc(C)c(C(=O)C2=C(O)C(=O)N(CCCn3ccnc3)C2c2ccc(Cl)cc2)s1 (centres undefined)
  12	-2	0.5	25	3.4	0	i	-4	2	4
CC(=O)Nc1ccc(NC(=O)Cn2nc(C(=O)Nc3ccc(C)cc3)ccc2=O)cc1
  13	-2	0.8	0	-1.2	-12	-0.7	-6	9	-7
S=C(NCc1ccco1)N1CCN(c2cccc(Cl)c2)CC1
  8	5	3.9	0	/	5	-0.2	8	4	-2
Cc1cc(C)c2nc(NC(=O)C3CSC4(C)CCC(=O)N34)sc2c1 (centres undefined)
  /	4	2.8	5	-1.5	2	1.2	/	-5	-16
COc1cc2c(cc1OC)C(c1ccccc1Cl)N(C)CC2 (centres undefined)
  18	5	-1.9	-1	1.7	4	i	0	9	-1
CCOc1ccccc1Nc1nnc(SCC(=O)N2CCCC2)s1
  2	-2	4.4	-6	1.3	-1	-0.4	-2	-1	-5
CCc1nnc(NC(=O)CSc2nc3cc4c(cc3cc2C)OCCO4)s1
  45	1	2.3	15	-1.9	-1	1.3	0	55*	-17
COc1ccc(C2CC(c3ccccc3)=NN2C(=O)COC(=O)c2cccc(O)c2)cc1 (centres undefined)
  /	-3	-6.1	3	-0.7	3	-3.3	/	-2	1
COCCNc1nc2nonc2nc1N(C)Cc1ccc(C)cc1
  14	-5	0.3	23	/	3	-0.5	6	5	-1
Cc1cc(Cl)ccc1OCCCC(=O)NNC(=O)c1ccccc1O
  /	11	3.1	9	-2.3	8	-0.3	/	6	-4
CCOCc1nnc(NC(=O)CCc2ccccc2)s1
  6	3	-1.6	2	1.7	5	i	2	6	2
CCOc1ccc(CCNC(=O)CCS(=O)(=O)c2ccc(OC)cc2)cc1OCC
  -16	-6	-1.1	5	/	-5	-0.2	3	4	-2
Cc1ccc(NC(=O)Nc2sc(=S)n(C)c2C)cc1
  10	-1	-2.3	19	0.0	-5	-0.3	1	-4	-4

# (cont.)
# The line under a structure holds: DUSP3 inh	Mtb FBA inh	Mtb UGM inh	GDH-TPI counter	BioA inh	Rv3671c inh	Vc quorum ag	3CLpro inhibitor	MazEF act	SSB-PriA inh
Cc1nnc(NC(=O)c2cccc(Br)c2)s1
  78	2	1.3	6	-1.8	0	0.1	2	5	-9
O=C(/C=C/c1ccco1)c1cccnc1
  10	-4	-0.2	2	/	-6	i	-5	-7	-7
COc1ccc(C(CC(=O)N2CCCCC2)c2c(OC)cc(OC)c3c(-c4ccccc4)cc(=O)oc23)cc1 (centres undefined)
  11	0	-0.3	13	0.0	-6	i	/	-2	-8
NC(=O)c1ccsc1NC(=O)COC(=O)c1ccccn1
  /	1	-2.0	-1	0.9	3	-0.7	/	-13	-8
O=C(CCC(=O)Nc1ccc(Cl)cc1Cl)NNC(=O)[C@@H]1CCCC[C@@H]1C(=O)O
  -8	-2	0.8	4	3.1	4	-0.1	-4	3	6
Cc1ccccc1NC(=O)COC(=O)CNC(=O)c1sc2ccccc2c1Cl
  -4	1	1.3	-3	/	4	-0.2	-1	-5	-15
CNc1ncnc2c1ncn2-c1ccccc1
  /	0	/	-4	/	/	/	/	6	-15
COc1ccc(-n2nc(C(=O)NCC(=O)N3CCN(c4ccccn4)CC3)c3ccccc3c2=O)cc1
  2	-1	-1.8	15	-1.2	-7	-1.7	4	6	-8
O=C(c1ccc(S(=O)(=O)Nc2ccccc2F)cc1)N1CCCC1
  /	0	/	2	4.8	/	-0.2	/	4	-4
O=C(CN(CC1CCCO1)C(=O)CNS(=O)(=O)c1ccc(F)cc1)NC1CCCCC1 (centres undefined)
  2	-8	-0.1	0	0.4	9	i	-1	9	-1
CN(C)CCN1C(=O)c2ccccc2C1=O
  /	2	-2.4	4	-0.4	8	-0.4	/	10	-8
Cc1cc(C)c(OCC(O)CN2CCN(c3ccccn3)CC2)c(C)c1 (centres undefined)
  5	1	-1.0	-3	0.7	4	i	-2	2	-12
O=Cc1cccc(Oc2ncccn2)c1
  15	-3	0.0	-1	-0.1	-5	-0.4	0	0	-12
COc1ccc(CCC(=O)OCC(=O)NCc2ccccc2)cc1
  /	0	0.5	2	9.4	6	-2.5	/	-5	-12
CCN(CC)S(=O)(=O)c1cc(C(=O)Nc2cc(Cl)ccc2N2CCN(C)CC2)ccc1Cl
  12	2	-2.6	0	-1.0	-9	/	5	3	4
O=C(c1ccc2ccccc2c1)N1CCOCC1
  /	-2	0.2	5	-2.7	4	i	/	-1	-5
Cc1cc(C)n2c(SCC(=O)Nc3ccc(F)cc3)nnc2n1
  13	3	0.9	15	-1.0	-9	i	-2	11	-2
Cc1ccccc1CC1SC(N)=NC1=O (centres undefined)
  5	0	-2.4	-4	-0.8	-10	-0.3	-4	3	/
COc1ccc(N(CC(=O)N/N=C/c2ccc(OC)cc2OC)S(=O)(=O)c2ccccc2)cc1
  14	3	1.8	4	-2.5	-5	i	0	4	/

# Given as labelled records: part of the list above
Structure: COc1ccc(CCC(=O)OCC(=O)NCc2ccccc2)cc1
  DUSP3 inh = /
  Mtb FBA inh = 0
  Mtb UGM inh = 0.5
  GDH-TPI counter = 2
  BioA inh = 9.4
  Rv3671c inh = 6
  Vc quorum ag = -2.5
  3CLpro inhibitor = /
  MazEF act = -5
  SSB-PriA inh = -12

Structure: CCN(CC)S(=O)(=O)c1cc(C(=O)Nc2cc(Cl)ccc2N2CCN(C)CC2)ccc1Cl
  DUSP3 inh = 12
  Mtb FBA inh = 2
  Mtb UGM inh = -2.6
  GDH-TPI counter = 0
  BioA inh = -1.0
  Rv3671c inh = -9
  Vc quorum ag = /
  3CLpro inhibitor = 5
  MazEF act = 3
  SSB-PriA inh = 4

Structure: O=C(c1ccc2ccccc2c1)N1CCOCC1
  DUSP3 inh = /
  Mtb FBA inh = -2
  Mtb UGM inh = 0.2
  GDH-TPI counter = 5
  BioA inh = -2.7
  Rv3671c inh = 4
  Vc quorum ag = i
  3CLpro inhibitor = /
  MazEF act = -1
  SSB-PriA inh = -5

Structure: Cc1cc(C)n2c(SCC(=O)Nc3ccc(F)cc3)nnc2n1
  DUSP3 inh = 13
  Mtb FBA inh = 3
  Mtb UGM inh = 0.9
  GDH-TPI counter = 15
  BioA inh = -1.0
  Rv3671c inh = -9
  Vc quorum ag = i
  3CLpro inhibitor = -2
  MazEF act = 11
  SSB-PriA inh = -2
